# From PubChem BioAssay
# pPAFAH FP inh – pPAFAH (human) enzyme inhibition; inhibition, % at 3.39 µM; Q13093; recombinant pPAFAH, FP-rhodamine probe fluorescence polarization; 1.5% of 330,000 active;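 active = inhibition above the mean inhibition across the screen plus 3 SD, cut at about 25% in these data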;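 note: inhibitors block binding of the rhodamine activity-based probe so polarization drops; 0% = enzyme with DMSO and 100% = wells lacking pPAFAH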
# PAFAH1B2 inh – inhibitors of human PAFAH1B2 | P68402 | 1.2% of 340,000 active | AID 492953 | recombinant PAFAH1B2, FP-rhodamine activity probe, fluorescence polarization | inhibition, % at 3.39 µM;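 active = inhibition above the mean of all tested compounds plus 3 SD, cut at about 24% in these data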;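 note: 0% = enzyme with DMSO and 100% = wells lacking PAFAH1B2; many of its hits are not listed in these tables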
# LYPLA1 inh – blocks human lysophospholipase 1, a PME1 counter-screen; O75608; recombinant LYPLA1, FP-Rh probe fluorescence polarization; inhibition, % at 5.9 µM; 0.16% of 320,000 active; AID 2174;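 active = inhibition above the mean of all tested compounds plus 3 SD, set per campaign, cut at about 14% in these data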;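 note: inhibitors block serine hydrolase probe labeling of LYPLA1 so polarization falls; 0% = enzyme with DMSO and 100% = wells lacking LYPLA1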
# PAFAH1B3 FP inh – inhibitors of human PAFAH1B3; Q15102; recombinant PAFAH1B3, FP-rhodamine probe, fluorescence polarization; inhibition, % at 3.39 µM; 0.28% of 340,000 active;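 active = inhibition above the screen-wide average of all tested compounds plus 3 SD, cut at about 25% in these data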;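 note: 0% = enzyme with DMSO only and 100% = wells lacking PAFAH1B3 protein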
# PME-1 inh – PME-1 (human) inhibition; Q9Y570; recombinant PME-1, FP-Rh probe fluorescence polarization; inhibition, % at 5.9 µM; 0.53% of 320,000 active; AID 2130;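 active = inhibition above the campaign mean of all compounds plus 3 SD, cut at about 26% in these data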;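 note: competitive labeling of PME-1 active site by serine hydrolase directed probe; 0% = PME-1 with DMSO and 100% = wells lacking PME-1 enzyme; inhibitors block probe labeling so polarization falls and inhibition rises; many of its hits are not listed in these tables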
# Target sequence (Q9Y570 whole entry, looked up): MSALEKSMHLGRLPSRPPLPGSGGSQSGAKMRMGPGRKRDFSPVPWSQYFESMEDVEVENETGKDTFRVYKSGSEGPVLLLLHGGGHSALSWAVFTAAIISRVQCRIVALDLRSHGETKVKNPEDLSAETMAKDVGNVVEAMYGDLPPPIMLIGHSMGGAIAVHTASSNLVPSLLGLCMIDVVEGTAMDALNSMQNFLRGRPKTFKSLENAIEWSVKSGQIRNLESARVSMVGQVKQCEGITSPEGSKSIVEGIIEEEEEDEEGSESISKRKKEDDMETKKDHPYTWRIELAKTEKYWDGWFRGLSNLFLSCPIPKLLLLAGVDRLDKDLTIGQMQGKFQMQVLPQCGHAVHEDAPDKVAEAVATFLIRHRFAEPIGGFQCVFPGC
# LYPLA2 inh – LYPLA2 (human) inhibition in PME1 counter-screen. 0.38% of 320,000 active. inhibition, % at 5.9 µM. recombinant LYPLA2, FP-Rh probe fluorescence polarization. O95372;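 active = inhibition above the screen-wide mean plus 3 SD, limit set per campaign, cut at about 26% in these data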;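 note: 0% = LYPLA2 with DMSO and 100% = wells lacking LYPLA2 enzyme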
# GSTO1 counter – blocks human GSTO1 in RBBP9 counter-screen. recombinant GSTO1, activity-based probe fluorescence polarization. AID 1974. 1.1% of 300,000 active. P78417. inhibition, % at 5.96 µM;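 active = inhibition above the campaign mean inhibition plus 3 SD, cut at about 35% in these data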;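 note: 0% = GSTO1-1 with DMSO and 100% = wells lacking GSTO1-1 enzyme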
# PREPL inh – inhibitors of human prolyl oligopeptidase-like enzyme PREPL. AID 2751. inhibition, % at 5.96 µM. Q4J6C6. 0.68% of 320,000 active. recombinant PREPL, fluorescence polarization activity-based probe; in the data active = inhibition above about 43%;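 note: 0% = enzyme with DMSO and 100% = wells lacking enzyme; many of its hits are not listed in these tables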
# Target sequence (Q4J6C6 whole entry, looked up): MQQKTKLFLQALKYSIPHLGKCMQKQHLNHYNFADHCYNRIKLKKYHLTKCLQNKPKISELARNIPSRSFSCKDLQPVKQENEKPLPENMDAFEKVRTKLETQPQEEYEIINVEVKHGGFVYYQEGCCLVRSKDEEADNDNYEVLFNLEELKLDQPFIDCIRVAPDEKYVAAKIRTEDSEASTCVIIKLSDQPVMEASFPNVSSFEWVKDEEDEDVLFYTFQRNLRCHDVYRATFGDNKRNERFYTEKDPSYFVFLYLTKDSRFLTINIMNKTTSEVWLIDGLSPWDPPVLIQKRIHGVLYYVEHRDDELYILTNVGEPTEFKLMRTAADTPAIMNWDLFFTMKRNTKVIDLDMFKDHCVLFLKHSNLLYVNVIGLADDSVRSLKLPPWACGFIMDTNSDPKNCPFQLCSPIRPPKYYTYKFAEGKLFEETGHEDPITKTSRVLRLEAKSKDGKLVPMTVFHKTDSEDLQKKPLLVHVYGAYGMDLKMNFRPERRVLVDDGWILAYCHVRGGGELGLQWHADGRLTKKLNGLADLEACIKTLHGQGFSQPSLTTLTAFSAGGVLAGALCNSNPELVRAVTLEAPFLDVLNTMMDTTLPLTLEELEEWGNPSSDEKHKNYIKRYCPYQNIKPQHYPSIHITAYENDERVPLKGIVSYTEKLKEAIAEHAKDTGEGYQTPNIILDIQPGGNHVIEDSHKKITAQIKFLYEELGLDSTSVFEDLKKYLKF
# PAD4 FP inh – blocks human protein arginine deiminase 4; Q9UM07; recombinant PAD4, RCA probe fluorescence polarization; inhibition, % at 6.36 µM; 0.41% of 330,000 active; AID 485272;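 active = percent inhibition above a cutoff equal to the mean of all tested compounds plus 3 SD, cut at about 15% in these data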;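 note: 0% = PAD4 with RCA probe and DMSO and 100% = probe without PAD4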
# Active calls of the source: *; . = not tested or not shown.
item	molecule	PAD4 FP inh	PAFAH1B3 FP inh	PAFAH1B2 inh	pPAFAH FP inh	LYPLA2 inh	GSTO1 counter	PREPL inh	LYPLA1 inh	PME-1 inh
1	CC/C(=N\NC(=O)c1ccc(N(C)C)cc1)c1ccccc1	0	4	2	9	8	2	5	1	4
2	Cc1cc(C)n(/N=C/c2cc([N+](=O)[O-])ccc2O)c(=O)c1	-2	-2	3	-1	-1	9	9	-3	1
3	CC1CCCN(S(=O)(=O)c2ccc(C(=O)Nc3nnc(-c4ccccn4)o3)cc2)C1 (stereo unspecified)	-3	-5	1	0	-3	-1	5	0	-5
4	O=C(Cc1ccc(F)cc1)OCN1C(=O)c2ccccc2C1=O	0	7	4	-1	1	30	-5	0	6
5	O=C(COc1ccccc1[N+](=O)[O-])NNC(=O)Nc1cccc2ccccc12	-2	-5	8	3	0	6	13	-1	-3
6	O=C(CCNS(=O)(=O)c1ccc(Br)cc1)NCc1ccc2c(c1)OCO2	3	2	17	4	8	1	-8	3	3
7	CCOc1ccccc1NC(=O)COC(=O)C1CCC(=O)N1 (stereo unspecified)	-1	1	4	5	.	.	11	.	.
8	COc1ccc(S(=O)(=O)N(C)CC(=O)NCc2ccco2)cc1OC	1	7	2	-1	1	5	-1	3	10
9	CC(C)c1ccc(N2C(=NC(=O)C3CCCO3)SC3CS(=O)(=O)CC32)cc1 (stereo unspecified)	1	5	2	-4	1	10	-2	0	-5
10	N/C(=N\O)c1ccc([N+](=O)[O-])s1	5	1	8	-2	-5	9	17	-2	2
11	Cc1ccc2nc(Nc3ccc(F)cc3)c3nncn3c2c1	-7	5	0	6	-1	-2	-7	-2	4
12	COC(=O)c1cccc(NC(=S)NCc2ccc(F)cc2)c1	0	-2	2	5	-1	-6	-12	0	-3
13	O=C(CSc1ccc(-c2cccnc2)nn1)Nc1ccccc1F	-3	2	-2	-4	1	-1	3	1	1
14	COc1ccc(CCNC(=O)c2ccccc2)cc1	-7	0	5	-3	-5	3	-4	-2	-6
15	Cc1ccc(S(=O)(=O)N2CC(=O)NC(=O)C2)cc1	-8	-3	16	5	-8	2	9	-1	5

# Record cards (already shown). Order of screens: PAD4 FP inh | PAFAH1B3 FP inh | PAFAH1B2 inh | pPAFAH FP inh | LYPLA2 inh | GSTO1 counter | PREPL inh | LYPLA1 inh | PME-1 inh
# Shown for COc1ccc(CCNC(=O)c2ccccc2)cc1 = -7 | 0 | 5 | -3 | -5 | 3 | -4 | -2 | -6
# Shown for CC(C)c1ccc(N2C(=NC(=O)C3CCCO3)SC3CS(=O)(=O)CC32)cc1 (stereo unspecified) = 1 | 5 | 2 | -4 | 1 | 10 | -2 | 0 | -5
# Shown for COc1ccc(S(=O)(=O)N(C)CC(=O)NCc2ccco2)cc1OC = 1 | 7 | 2 | -1 | 1 | 5 | -1 | 3 | 10

# Other compounds:
item	molecule	PAD4 FP inh	PAFAH1B3 FP inh	PAFAH1B2 inh	pPAFAH FP inh	LYPLA2 inh	GSTO1 counter	PREPL inh	LYPLA1 inh	PME-1 inh
16	O=C(CCS(=O)(=O)c1cccc2nsnc12)NC1CCCCC1	0	2	-3	5	-3	17	15	2	-1
17	N#C/C(=N\Nc1ccc(Br)cc1)C(=N)N1CCOCC1	-3	10	-1	3	3	10	8	2	1
18	Cc1sc2ncn(/N=C/c3ccco3)c(=O)c2c1C	-1	4	-3	1	-1	-7	-14	-3	5
19	Cc1ccc(S(=O)(=O)N2CCOCC2)cc1NC(=O)CSc1cccc[n+]1[O-]	0	2	-4	5	-3	1	-6	3	7
20	CSC1=NC(=O)/C(=C\c2cccc3ccccc23)S1	-4	0	5	-5	-2	-20	5	-1	-12
21	CCC1CC(C)(C(=O)Nc2ccc(S(N)(=O)=O)cc2)OC1=O (stereo unspecified)	-1	11	3	2	-2	0	-1	-4	-4
22	CN(C(=O)COc1ccc(Cl)cc1Br)C1CCCCC1	-2	4	10	0	12	2	-1	-2	3
23	Cc1ccc(NC(=O)c2ccc(=O)[nH]c2)cc1S(=O)(=O)N1CCCCC1	4	6	1	3	0	3	-1	-3	1
24	Cc1nnc(SCCn2c(N3CCCC(C)C3)nc3c2c(=O)[nH]c(=O)n3C)s1 (stereo unspecified)	0	11	-4	-2	-4	-2	20	3	12
25	CN1CCN(C(=S)NC(=O)c2ccc(Br)cc2)CC1	1	.	.	-5	-2	3	7	-1	-1
26	Cc1c(Cl)cccc1-n1cnc(=O)c2ccccc21	-2	3	0	0	3	6	0	2	-4
27	CCCNC(=S)N1CCC(NC(=O)Nc2ccc(C)cc2)CC1	-2	2	4	1	3	-3	2	0	4
28	Cc1cccc(Nc2nc(NC(C)C)nc(Oc3ccc(=O)n(C)n3)n2)c1	-1	3	3	6	3	4	-1	2	0
29	CCN(CC)c1ccc(NC(=O)c2ccc(NC(=O)C3CCCO3)cc2)c(C)c1 (stereo unspecified)	0	1	-2	5	4	2	15	-1	0
30	O=C(NCc1ccccc1)c1ccc2nc(N3CCOCC3)sc2c1	-6	5	4	3	-3	2	6	-1	0
31	COc1ccc(CCNC(=O)CCS(=O)(=O)c2cccc3nsnc23)cc1OC	-2	4	8	5	12	8	6	2	-6
32	Cc1nnc(NC(=O)c2cccc(S(=O)(=O)N3CC(c4ccccc4)CC3=O)c2)s1 (stereo unspecified)	-1	-1	4	-3	-4	2	11	2	-3
33	COc1ccc(O)c(/C=N/Nc2nc(C)cc(-c3ccccc3)n2)c1	2	16	4	17	-22	17	21	-14	36*
34	O=C1CC(N2CCC(c3nc4ccccc4o3)CC2)C(=O)N1 (stereo unspecified)	0	2	4	-3	-3	-5	-6	1	3
35	CCOC(=O)C1CCN(C(=O)/C=C/c2cccs2)CC1	-5	4	-2	4	-1	3	8	-2	-5
36	O=C(/C=C/c1ccc(OCCCF)cc1)NCc1ccc(Cl)c(Cl)c1	-5	5	5	-1	-4	0	-6	-7	3
37	Cc1cccc(N(C(=O)c2csnn2)C(C(=O)NCc2ccccc2)c2ccc(C)o2)c1 (stereo unspecified)	2	13	1	5	1	3	3	-4	2
38	CCOC(=O)C(C)Oc1cccc2c(=O)n(CC(=O)Nc3ccc(OCC)cc3)ccc12 (stereo unspecified)	1	8	7	-1	6	15	11	1	-2
39	Clc1ccccc1Nc1ncnc2c1nnn2Cc1ccccc1	-1	3	2	5	-3	4	-14	-2	2
40	CCN(CC)Cc1c(O)ccc2c(=O)c(-c3ccccc3OC)coc12	0	2	-2	1	2	2	11	-4	-2
41	CCc1nnc(NC(=O)CSc2nnc3nc(C)cc(C)n23)s1	-9	5	0	4	1	1	-9	1	-6
42	CN(C)C(=O)CSc1n[nH]c(=O)[nH]c1=O	3	6	6	3	-8	8	-2	-3	-6
43	COc1ccc(-c2ccc(CCC(=O)O)n2Cc2ccco2)cc1	-6	3	3	28*	3	2	6	2	-2
44	CC(C)(C)OC(=O)N1CCC[C@H]1c1nnc(SCc2cccc(Cl)c2)o1	0	1	10	7	3	6	35	3	8
45	O=C(NN1C(=O)c2ccccc2NC1c1ccc([N+](=O)[O-])o1)c1ccc(Br)cc1 (stereo unspecified)	-9	-2	-3	4	4	39*	8	2	7
46	Cc1ccc(OCC(=O)NNC(=O)c2ccco2)c(C)c1	4	2	-3	5	11	3	7	0	2
47	Cc1cc(C2C(C#N)=C(N)OC3=C2C(=O)CCC3)c(C)s1 (stereo unspecified)	1	11	5	2	1	-1	2	1	0
48	CCc1cc(=O)oc2c(C)c(OC(C)C(=O)NCC3CCC(C(=O)O)CC3)ccc12 (stereo unspecified)	0	17	-3	1	-1	-8	2	0	3
49	Cc1nc2ccc(C(=O)N/N=C/c3cc([N+](=O)[O-])ccc3O)cc2[nH]1	-6	27*	7	13	-11	-6	7	-9	-7
50	Cc1ccc(-n2nc3c(=O)n(CCCC(=O)NCc4cccc(F)c4)nc(C)c3c2C)cc1	4	7	0	6	6	1	12	3	5
51	O=C(c1ccc(NC(=S)NCc2ccco2)cc1)N1CCCCC1	-7	5	1	-1	-1	-5	1	-1	1
52	CC/C(Cc1ccccc1)=N/NC(=O)CCn1nnc2ccccc21	-4	-2	3	2	9	4	-12	-1	4
53	Cc1ccnc(NC2(C(F)(F)F)N=C3SCCN3C2=O)c1 (stereo unspecified)	0	1	4	2	2	-3	-3	3	3
54	CC(=O)Nc1ccc(N2CCN(Cc3ccccc3F)CC2)cc1	-1	7	2	2	6	6	12	3	4
55	Cc1c([C@@H]2C[C@H]3CN(Cc4cccc(Cl)c4)C(=O)[C@]34CCCN24)cnn1C	-7	4	1	0	4	-4	0	-1	-2
56	Cc1nc2c(o1)CCc1ccccc1C2O (stereo unspecified)	-7	4	2	2	-3	5	23	-2	0
57	COc1ccc(N2CC(C)Cn3c2nc2c3c(=O)[nH]c(=O)n2C)cc1 (stereo unspecified)	3	3	1	-4	-5	-6	11	1	-4
58	O=C(O)CSc1ccccn1	3	-5	0	4	0	-3	-2	0	-2
59	CCOc1ccc(CN(Cc2ccco2)S(=O)(=O)c2ccc(-n3cnnn3)c(OC)c2)cc1	-1	-1	-2	0	0	10	9	-1	2
60	CCOC(=O)C1CCN(C(=O)Nc2ccc(Cl)cc2Cl)CC1	1	5	1	2	-2	0	3	0	1
61	O=[N+]([O-])c1cc(C(F)(F)F)ccc1N1CCN(CCO)CC1	-3	3	0	0	-2	1	-1	-3	-2
62	Cc1oc2c(CN3CCC(C)CC3)c(O)ccc2c(=O)c1-c1ccccc1	7	6	5	-3	1	3	-7	8	3
63	Cc1nc(-c2ccccc2)c(Cc2ccccc2O)c(=O)[nH]1	-1	-4	2	10	-7	-1	4	-2	1
64	NC(=O)CCCCC(=O)OCCCc1cccs1	-2	2	2	4	-3	-2	0	1	3
65	CCC(C#CCN1CCCCC1)(CC)OCCC#N	-1	7	0	2	-5	5	-8	5	-1
66	COc1ccc(-n2nnc3c(=O)n(Cc4cccc(C)c4)cnc32)cc1	-2	-2	1	0	8	-3	-21	2	4
67	Cc1ccc(S(=O)(=O)N2CCCc3ccccc32)cc1C	-6	-7	8	-4	4	1	0	-2	2
68	COC(=O)c1c(C)[nH]c(C(=O)C(C)OC(=O)c2c(C)noc2C)c1C (stereo unspecified)	-10	4	1	-6	1	.	11	-2	1
69	COC(=O)c1ccccc1NC(=O)c1cncc(Br)c1	4	5	2	0	7	9	26	0	-1
70	O=C(NCc1cccnc1)c1ccccc1[N+](=O)[O-]	1	-2	2	3	6	-1	11	1	2
71	C#CCOCCOCCOCCNc1nc(N2CCOCC2)nc(N2CCN(C(=O)CCCCCCCCCCNC(=O)[C@@H]([C@H](C)CC)n3cc(CCCCCN)nn3)CC2)n1	-3	0	2	0	9	2	15	-2	0
72	CC(C)OC(=O)C(C#N)c1nc2ccccc2nc1N1CCCC1 (stereo unspecified)	-3	1	-2	3	2	0	-6	1	-4
73	Cc1cccn2c(=O)c3cc(C(=O)NC4CCS(=O)(=O)C4)n(Cc4ccccc4)c3nc12 (stereo unspecified)	-5	4	-2	1	0	0	1	-2	1
74	CC(Oc1ccc(C#N)cc1)C(=O)N1CC=C(c2ccccc2)CC1 (stereo unspecified)	-1	0	-1	1	.	.	-4	.	.
75	CC(C)C(=O)Nc1ccc(NC(=O)c2ccc3c(c2)OCO3)cc1	-6	1	5	-3	0	4	0	1	-1
76	CCOc1ccc(C(C)=O)cc1COC(=O)CNC(=O)c1cccs1	-4	1	-3	2	0	8	0	1	3
77	O=[N+]([O-])c1c(C(Cl)Cl)nn(-c2ccccc2)c1N1CCOCC1	3	-1	1	-1	4	-2	-16	-2	4

# Only part of the results is shown; count on the stated rates, not on these rows.
